# From PubChem BioAssay
# FBPA coupling cs = coupling enzyme interference in Giardia aldolase counter-screen; coupling enzyme system counterscreen, AmpLite Red fluorescence; activity change, negative = inhibition, % at 58.2 µM, hits read low; actives 0.67% (n = 290,000); AID 2472; in the data active = activity change below about -30%; note: % is set by controls: 0 for no effect and ±100 for the full control effect
#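 Coupling enzymes only (glyceraldehyde-3-phosphate) + compound, at 57.5 uM final, 10 min RT; add substrate/coupling/AmpLite Red mix, 20 min RT; fluorescence ex 525/em 598 nm. Actives flag coupling-system interference.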
# KCNH2 3.1 inh = blocks the human KCNH2 3.1 channel isoform; U2OS KCNH2 3.1, thallium flux FluxOr; stronger effect = lower value; activity change, % (tested at about 1.8 µM); actives 0.95% (n = 340,000);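 active = maximum activity change below -70%; inconclusive = maximum activity change from -70% to -50%; inactive = maximum activity change above -50%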;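 note: thallium influx rate constant from kinetic fluorescence after stimulation buffer; % is set by controls: 0 for no effect and ±100 for the full control effect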
#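 Virally transduced U2OS (3.1 isoform, 4 h infection in dark at RT) → overnight 37 C → FluxOr + Red40 in HBSS/HEPES, 45 min → stimulation buffer, 2 min kinetic read → rate constant vs DMSO controls.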
# CXXC DNA block = MLL CXXC-DNA interaction inhibition; Potency, µM (highest dose often 115 µM), without a hit: top-dose activity change, negative = inhibition, actives largely listed as inhibitors; actives 0.037% (n = 290,000); Q03164; MLL-CXXC / FITC-HOXA9 DNA fluorescence polarization; active = well fitted inhibition curve with a large enough effect in the polarisation, with a control signal flat, not every such curve was filed as active; inconclusive = small, poorly fitted or top-dose-only effect, or effect the other way, or a change in a side signal; inactive = no such curve, though single readings can be large or run the other way; the % refers to the polarisation; note: potency is the fitted concentration of half-maximal effect
#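 Steps: dispense CXXC domain solution (7 uM) → pin compounds or unlabeled HOX-A9 DNA control → 5 min ambient → add FLSN-HOX-A9 solution (50 nM) → spin → 30 min ambient → fluorescence polarization. Tris pH 7.5/NaCl/DTT/BSA buffer.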
# Menin MLL FP TR = inhibitors of human menin-MLL interaction, mutant MLL peptide; Menin + Texas Red MLL mutant peptide, fluorescence polarization; Potency, µM (doses to about 61.6 µM), for the others: top-dose FP activity change, negative = inhibition, hits mostly inhibitors; actives 0.23% (n = 270,000); active = well fitted inhibition curve with a large enough effect in the polarisation, with a control signal flat, not every such curve was filed as active; inconclusive = small, poorly fitted or top-dose-only effect, or effect the other way, or a change in a side signal; inactive = no such curve, though single readings can be large or run the other way; the % refers to the polarisation; note: potency is the fitted concentration of half-maximal effect; % of control where 0% means no effect; many of its hits are not listed in these tables
# TRPV1 ag = activates the human vanilloid receptor TRPV1; Q8NER1; activation, % at 8.33 µM; actives 0.19% (n = 320,000); TRPV1-expressing cells, Fluo-8 calcium influx, agonist mode; in the data active = activation above about 80%; inconclusive = between about 30% and that limit; note: 0% is about no effect
#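 Cells expressing TRPV1 were dye-loaded with Fluo-8 and read kinetically: 10 s baseline, 3 min after compound (agonist portion), then 2 min after EC20 capsaicin (allosteric enhancer portion). Calcium-bound dye fluorescence at 480/520 nm.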
# B2AR arrestin = recruits beta-arrestin to the human beta2-adrenergic receptor | P07550 | beta-arrestin recruitment to beta2AR, cell-based reporter | Potency, µM (titrated, usually from 46.1 µM), for the others: top-dose activation, usual class: activators | actives 0.02% (n = 330,000) | AID 492947;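 note: potency is the fitted concentration of half-maximal effect; 0% = DMSO controls and full agonism = EC100 isoproterenol or metaproterenol; nearly all actives have a fitted effect of over 65% in size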
# USP2a inh = USP2a (human) protease inhibition; Potency, µM (doses to about 38.3 µM), without a hit: at the highest dose activity change, negative = inhibition, most hits filed as inhibitors; O75604; USP2 core, Ub-CHOP2 coupled fluorogenic reporter, 485/531; AID 463254; actives 0.01% (n = 330,000);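 note: potency is the fitted concentration of half-maximal effect; plate controls were DMSO wells for no effect and full inhibition by NEM control for full effect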
# Target sequence (O75604 whole entry, looked up): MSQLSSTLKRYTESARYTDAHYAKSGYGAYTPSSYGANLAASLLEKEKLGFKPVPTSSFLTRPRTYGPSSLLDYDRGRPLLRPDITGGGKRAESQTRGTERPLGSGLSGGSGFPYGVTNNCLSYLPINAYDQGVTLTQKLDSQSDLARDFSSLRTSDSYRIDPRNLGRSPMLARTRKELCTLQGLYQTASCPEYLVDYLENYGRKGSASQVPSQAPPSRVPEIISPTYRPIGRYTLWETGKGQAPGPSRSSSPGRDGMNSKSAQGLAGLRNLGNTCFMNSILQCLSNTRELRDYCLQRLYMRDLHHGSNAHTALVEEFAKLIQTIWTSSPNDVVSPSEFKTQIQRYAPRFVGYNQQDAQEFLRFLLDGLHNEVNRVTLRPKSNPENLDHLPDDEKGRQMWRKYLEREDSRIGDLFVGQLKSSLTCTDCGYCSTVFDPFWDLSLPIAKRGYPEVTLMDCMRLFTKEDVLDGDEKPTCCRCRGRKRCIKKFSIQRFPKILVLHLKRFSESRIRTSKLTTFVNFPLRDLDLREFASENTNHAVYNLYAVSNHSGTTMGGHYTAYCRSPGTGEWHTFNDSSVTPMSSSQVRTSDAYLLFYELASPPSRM
#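 Deubiquitinase activity read as fluorescence (485/531 nm) after Ub-CHOP2 cleavage activates the enterokinase reporter on its substrate; USP2 core 10nM, Ub-CHOP2 and substrate 25nM each, 30min compound preincubation then 60min RT; data normalized to NEM, curves fitted.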
# KCNH2 WT inh = KCNH2 (human, wildtype) channel inhibition | Q12809 | U2OS, BacMam KCNH2, thallium flux FluxOr; stronger effect = lower value | activity change, % at 1.84 µM | actives 0.37% (n = 340,000);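 active = maximum activity change below -70%; inconclusive = maximum activity change between -70% and -50%; inactive = maximum activity change above -50%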; note: % is set by controls: 0 for no effect and ±100 for the full control effect
#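 U2OS cells were transduced with wild-type KCNH2 virus (2.03 x 10^8 / mL) for 4 h at room temperature, then cultured overnight at 37 C. Thallium flux was read with FluxOr dye. Rate constants were normalized to DMSO controls.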
# GALK inh = blocks human galactokinase activity. Potency, µM (highest dose often 57.5 µM), inactives show top-dose activity change, negative = inhibition, hits mostly inhibitors. actives 0.007% (n = 270,000). Purified GALK, Kinase-Glo residual ATP luminescence. P51570. AID 1868; note: potency is the fitted concentration of half-maximal effect; % is set by controls: 0 for no effect and ±100 for the full control effect
# Target sequence (P51570 whole entry, looked up): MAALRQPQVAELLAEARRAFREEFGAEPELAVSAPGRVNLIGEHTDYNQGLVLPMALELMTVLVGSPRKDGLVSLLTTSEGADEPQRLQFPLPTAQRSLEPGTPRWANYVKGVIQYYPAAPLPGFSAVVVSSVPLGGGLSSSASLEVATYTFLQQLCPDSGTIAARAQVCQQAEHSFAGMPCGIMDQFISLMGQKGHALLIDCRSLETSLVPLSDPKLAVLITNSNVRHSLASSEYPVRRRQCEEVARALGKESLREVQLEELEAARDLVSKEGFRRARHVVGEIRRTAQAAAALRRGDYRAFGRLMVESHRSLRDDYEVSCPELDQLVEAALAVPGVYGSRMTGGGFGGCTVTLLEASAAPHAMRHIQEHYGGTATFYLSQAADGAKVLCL
#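 The enzyme phosphorylates galactose (100 uM) using ATP (35 uM); inhibition is detected as higher residual ATP, quantified by bioluminescence after 1 h reaction at room temperature, pH 8.0.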
# PKM2 activator = increases activity of human pyruvate kinase M2; AID 1631; purified PKM2, Kinase-Glo ATP luminescence, activation; response scale: 0% is enzyme alone, no compound; P14618; Potency, µM (titrated, usually from 57.5 µM), inactives show top-dose activation, actives largely listed as activators; actives 0.34% (n = 260,000); note: potency is the fitted concentration of half-maximal effect; % is set by controls: 0 for no effect and ±100 for the full control effect; nearly all actives have a fitted effect of over 55% in size
#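 Kinase-Glo luminescence reports ATP generated from ADP (0.1 mM) and PEP (0.5 mM) by purified hPK-M2 after 1 h at room temperature, pH 7.2 imidazole buffer; intermediate enzyme activity allows detecting inhibitors and activators.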
# Giardia killer = Giardia lamblia killing. actives 0.15% (n = 340,000). activity change, % at 7.66 µM, hits read low. Giardia lamblia trophozoite viability; in the data active = activity change below about -80%; inconclusive = between about -30% and that limit;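 note: parasites exposed to compound for two days anaerobically before the ATP read; % is set by controls: 0 for no effect and ±100 for the full control effect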
#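 Anaerobic 48 hrs incubation at 37 deg C of 100 trophozoites/well with test compounds; ATPLite 1-Step luminescence, 15-30 min RT, reports cellular ATP as viability.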
# An asterisk follows results filed as active; i = inactive; ? = inconclusive; nt = not tested or not shown; & = joins results of further samples; [ ] = remark or other dose. Unless noted, calls come from the whole dose curve; as a rule, active = well fitted curve in the direction sought with a large enough effect; inconclusive = small, poorly fitted or top-dose-only effect, or another doubt; inactive = no such curve, though single readings can be large; an effect the other way counts as inactive or inconclusive. This is a subset; the hit share may differ from the screen's.
item	Molecule	FBPA coupling cs	KCNH2 3.1 inh	CXXC DNA block	Menin MLL FP TR	TRPV1 ag	B2AR arrestin	USP2a inh	KCNH2 WT inh	GALK inh	PKM2 activator	Giardia killer
1	CCCCc1ccc(NC(=O)COc2ccc(C(=O)Nc3ccccc3OCC)cc2)cc1	0	?	-4%	-7%	0	1.5%	2%	-8	4%	0%	-9
2	Cc1ccccc1OC1C(=O)N(CC2CCCO2)C1c1ccc2c(c1)OCO2 (stereo not given)	-2	11	1%	-14%	-8	0.1%	-4%	nt	6%	-9%	-10
3	Oc1ccc(/C=C/c2nc(-c3ccccc3O)n(-c3ccccc3)n2)cc1	-6	-16	12%	?	14	0.3%	1%	-9	0%	2%	3
4	Cc1c(NC(=O)CSc2nc3ccc(Cl)cc3[nH]2)c(=O)n(-c2ccccc2)n1C	5	2	17%	0%	-3	0.1%	1%	21	-3%	-2%	-3
5	COCC(=O)N(Cc1cc2cccc(C)c2[nH]c1=O)c1ccccc1	1	13	-1%	-10%	3	-0.4%	1%	2	0%	1%	-26
6	CCOc1ccc(N2C(=O)CC(N3CCN(c4ccc(F)cc4)CC3)C2=O)cc1 (stereo not given)	4	-8	2%	7%	0	0.1%	-1%	2	-8%	0%[11.5 µM]	-18
7	COc1ccc(N(CC(O)CN2C(=O)NC(C)(C)C2=O)S(=O)(=O)c2ccccc2)cc1 (stereo not given)	-1	-3	-2%	-11%	3	0.7%	5%	7	-4%	-3%	16
8	CNC(=O)NC(=O)COC(=O)c1cccc(S(=O)(=O)N2CC3(C)CC2CC(C)(C)C3)c1 (stereo not given)	nt	-8	nt	nt	16	-0.4%	4%	-2	nt	nt	-18
9	O=C(COC(=O)C1CC1)Nc1ccc(OC(F)F)cc1	1	-14	-5%	1%	3	0.1%	1%	-8	-2%	-9%	-1
10	O=C(C1CCC1)N1CCN(c2ccnc3cc(Cl)ccc23)CC1	2	-39	-4%	nt	?	-0.6%	0%	-2	-1%	2%	-5
11	O=C(Cn1nnc2ccccc2c1=O)NC1CCCc2ccccc21 (stereo not given)	2	20	0%	-9%	-1	0.0%	1%	5	2%	-1%	21
12	C=CCN(c1ccccc1)S(=O)(=O)c1cccc(C(=O)O)c1	12	4	-7%	0%	1	-0.1%	-5%	-9	-2%	-2%	-12
13	CN(c1ccc(C(=O)NCc2ccncc2)cc1)S(C)(=O)=O	3	-12	4%	13%	2	0.2%	0%	-3	0%	-3%	-21
14	COC(=O)[C@@]1(Cc2ccc(OC)cc2)[C@H]2c3cc(C(=O)N(C)C)n(Cc4ccc(OC(F)(F)F)cc4)c3C[C@H]2CN1C(=O)c1ccccc1	-8&-2	-21	16%	-1%&2%	3	0.5%	-12%	-6	nt	6%&4%	-2
15	Oc1ccc(-c2nc3ncccn3c2Nc2ccc3c(c2)OCCO3)cc1	7	-36	-20%	?	-1	-1.5%	4%	-5	-3%	-3%	-16
16	Cn1cccc1C(=O)NS(=O)(=O)c1ccccc1Cl	-1	8	1%	-14%	0	-0.4%	3%	5	2%	-21%	-6
17	Cc1cc(SCC(=O)NCCCN2CCCC2=O)nc2ccccc12	nt	-23	nt	nt	3	-0.9%	6%	-4	nt	nt	7
18	COc1cccc(-c2ccc3nnc(SCC(=O)N4CCOCC4)n3n2)c1	nt	-5	nt	nt	-1	0.2%	3%	-1	nt	nt	-17
19	O=C(CNc1ccc(F)cc1)N/N=C1\CCc2ccccc21	-7	2	0%	2%	10	-0.1%	0%	0	1%	-1%	15
20	C=C[C@H]1C(O[C@@H]2O[C@H](CO)[C@@H](O)[C@H](O)[C@H]2O)OC=C2C(=O)N3CCc4cc(OC)c(O)cc4[C@H]3C[C@H]21 (stereo not given in full)	nt	0	nt	nt	nt	-0.7%	-1%	-3	nt	nt	8
21	CC(=O)c1c(C(C)=O)c(C)n(-c2ccc3ncccc3c2)c1C	0	-19	-2%	1%	1	0.1%	-1%	-14	3%	4%	3
22	Nc1nnc(SCC(=O)c2cccc([N+](=O)[O-])c2)s1	1	-10	13%	2%	-1	-0.1%	3%	8	-4%	-7%	2
23	COCC(C)n1c(C)cc(C(=O)CSc2nnc(Nc3ccccc3F)s2)c1C (stereo not given)	0	-3	-2%	25%	0	-1.2%	-1%	6	0%	8%	0
24	COc1ccc(NC(=O)c2ccccc2NC(=O)CSc2ccc(Cl)cc2)cc1	-1	-17	8%	-2%	-4	-0.2%	2%	6	2%	-7%	-20
25	COc1ccc(NC(=O)c2ccccc2NC(=O)COc2ccccc2)cc1	2	-23	?	-1%	0	-0.1%	3%	0	0%	-1%	1

# Fetched by structure from the list above (6):
item	Molecule	FBPA coupling cs	KCNH2 3.1 inh	CXXC DNA block	Menin MLL FP TR	TRPV1 ag	B2AR arrestin	USP2a inh	KCNH2 WT inh	GALK inh	PKM2 activator	Giardia killer
1	CCCCc1ccc(NC(=O)COc2ccc(C(=O)Nc3ccccc3OCC)cc2)cc1	0	?	-4%	-7%	0	1.5%	2%	-8	4%	0%	-9
10	O=C(C1CCC1)N1CCN(c2ccnc3cc(Cl)ccc23)CC1	2	-39	-4%	nt	?	-0.6%	0%	-2	-1%	2%	-5
4	Cc1c(NC(=O)CSc2nc3ccc(Cl)cc3[nH]2)c(=O)n(-c2ccccc2)n1C	5	2	17%	0%	-3	0.1%	1%	21	-3%	-2%	-3
8	CNC(=O)NC(=O)COC(=O)c1cccc(S(=O)(=O)N2CC3(C)CC2CC(C)(C)C3)c1 (stereo not given)	nt	-8	nt	nt	16	-0.4%	4%	-2	nt	nt	-18
21	CC(=O)c1c(C(C)=O)c(C)n(-c2ccc3ncccc3c2)c1C	0	-19	-2%	1%	1	0.1%	-1%	-14	3%	4%	3
16	Cn1cccc1C(=O)NS(=O)(=O)c1ccccc1Cl	-1	8	1%	-14%	0	-0.4%	3%	5	2%	-21%	-6

# New compounds follow:
item	Molecule	FBPA coupling cs	KCNH2 3.1 inh	CXXC DNA block	Menin MLL FP TR	TRPV1 ag	B2AR arrestin	USP2a inh	KCNH2 WT inh	GALK inh	PKM2 activator	Giardia killer
26	CN(C)c1ccc(/C=C/c2c([N+](=O)[O-])c(=O)n(C)c(=O)n2C)cc1	0	-5	-2%	?	15	-0.4%	2%	4	-2%	nt	?
27	CCCCC(=O)Nc1ncc(S(=O)(=O)c2ccc([N+](=O)[O-])cc2)s1	3	?	13%	?	2	0.0%	-4%	-1	5%	0%	-3
28	N#CCCOC1(C#CCN2CCCC2)CCCCC1	2	-26	0%	-15%	5	-0.6%	1%	4	7%	0%	13
29	O=C(NCCc1ccc(F)cc1)c1ccc2c(=O)n3c(nc2c1)CCC3	nt	12	nt	nt	-4	0.0%	0%	9	nt	nt	20
30	Cc1ccc2c(COC(=O)c3ccc(C)c(C)c3)cc(=O)oc2c1	0	5	1%	0%	-6	0.0%	1%	2	0%	nt	2
31	COc1ccc(N2C(=O)CC(Nc3ccc(C(=O)O)cc3)C2=O)cc1OC (stereo not given)	3	3	1%	1%	-2	0.0%	5%	-10	8%	-12%	?
32	CC1(C)O[C@@H](CC(=O)O)[C@]23CO[C@H](C(=O)[C@]4(C)C2CC[C@@]2(C)[C@H](c5ccoc5)OC(=O)C5O[C@]524)[C@@H]13 (stereo not given in full)	nt	-2	nt	nt	nt	-0.3%	3%	3	nt	nt	22
33	O=C(Nc1ccccc1Cl)C1CCCN(c2ncnc3c2nc2n3CCCCC2)C1 (stereo not given)	2	13	-3%	-23%	?	0.3%	4%	-1	-6%	nt	22
34	COc1ccc(OCC(=O)N/N=C/C=C/c2ccccc2)cc1	4	0	-1%	-1%	4	-0.5%	3%	i	1%	2%	24
35	COc1ccccc1C(=O)NCC(=O)OCc1ccc(Br)cc1	-6	-5	-6%	9%	1	-0.2%	-1%	-4	1%	1%	-3
36	COc1ccc(S(=O)(=O)NCCc2ccco2)cc1OC	-1	-10	-17%	-1%	-3	0.5%	0%	-4	7%	-2%	-18
37	Cc1cccc(N(Cc2nnc3n2CCCCC3)C(=O)Nc2ccccc2)c1	-1	-14	1%	9%	-2	-0.6%	3%	-5	-1%	5%	13
38	O=C1C=C(c2ccc(OC(F)(F)F)cc2)C[C@@H](c2ccc(F)cc2)C1	nt	-10	nt	nt	?	-0.7%	-1%	5	nt	nt	20
39	O=C(NCC(c1cccs1)N1CCOCC1)c1ccco1 (stereo not given)	1	11	1%	?	-3	-0.1%	-1%	5	0%	1%	-4
